# Screening data: PubChem BioAssay, several laboratories
# Peg3 prom inh: reduces Peg3 promoter-driven luciferase expression in HeLa; HeLa PEG-Prom luciferase reporter, luminescence, overnight; inhibition, % at 20 µM; actives 1.7% (n = 360,000); AID 588405;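 active = inhibition of at least 50% at 20 µM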
# KKLEB tox: CF airway cell cytotoxicity counter-screen. actives 0.36% (n = 360,000). activity change (cytotoxicity), % at 5 µM. KKLEB CF airway cells viability, ATPlite luminescence, overnight; hits give low values; cells stimulated with P. aeruginosa culture filtrate. AID 602141;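 active = corrected activity change at or below -50% at 5 µM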
# TWEAK-Fn14 inh: blocks TWEAK-Fn14 interaction in a reporter cell assay; TWEAK-stimulated Fn14 reporter cells, luciferase luminescence, 8 h; inhibition, % at 10 µM; actives 2% (n = 360,000); in the data active = inhibition above about 50%
# CF NFkB block: blocks PAF-induced NF-kB reporter in cystic fibrosis cells; KKLEB NF-kB-GFP reporter, GFP fluorescence overnight; inhibition, % at 5 µM; actives 0.86% (n = 360,000); AID 588850;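 active = at least 50% inhibition at 5 µM, scaled per plate between neutral and stimulator controls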;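 note: PAF is a Pseudomonas aeruginosa culture filtrate used as stimulus; plate controls were PAF-stimulated DMSO wells for no effect and unstimulated DMSO wells for full effect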
# NR2E3 ag-1: activates human photoreceptor nuclear receptor NR2E3 | GST-NR2E3/biotin-RetCOR TR-FRET, 1536-well | actives 0.12% (n = 320,000) | Q9Y5X4 | AID 2300 | inhibition of corepressor binding, % at 4.78 µM;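 active = percent inhibition above the cutoff of mean plus 3 SD of all tested compounds, set per screening campaign, cut at about 20% in these data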;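 note: 0% = DMSO wells and 100% = biotin wells as full block of FRET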
# Target sequence (Q9Y5X4 whole entry, looked up): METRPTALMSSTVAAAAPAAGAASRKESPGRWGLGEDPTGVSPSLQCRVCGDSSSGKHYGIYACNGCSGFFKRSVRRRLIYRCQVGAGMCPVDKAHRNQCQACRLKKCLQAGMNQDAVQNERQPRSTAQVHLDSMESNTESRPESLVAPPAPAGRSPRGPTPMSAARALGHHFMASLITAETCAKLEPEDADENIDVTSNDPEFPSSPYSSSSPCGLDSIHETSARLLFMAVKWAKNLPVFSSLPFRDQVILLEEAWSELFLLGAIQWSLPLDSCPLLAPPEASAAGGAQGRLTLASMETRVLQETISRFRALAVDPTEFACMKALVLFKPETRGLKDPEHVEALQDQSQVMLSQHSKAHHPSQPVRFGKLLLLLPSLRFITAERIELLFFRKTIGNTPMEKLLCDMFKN
#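 Material – GST-tagged NR2E3 plus biotinylated RetCOR corepressor · Quantity – NR2E3 fusion 1.35 nM · Times – 5 h incubation at 4 °C · Medium – pH 7.5 Tris-based buffer · Technique – TR-FRET, Eu(K)-anti-GST donor, streptavidin-D2 acceptor, ex 340, em 617/671 nm · Benchmarks – high control biotin, low control 0.6% DMSO · Format – 1536-well plates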
# HIF-2a block: inhibitors of HIF-2a | 786-0 RCC cells HIF-2a reporter, luciferase luminescence, overnight | inhibition, % at 18.8 µM | actives 0.72% (n = 360,000) | AID 624352;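 active = inhibition of the luminescence signal of 40% or more relative to plate controls, in a single-dose primary screen at 18.75 µM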
# MITF TRPM1 inh: inhibitors of MITF-driven TRPM1 promoter in melanoma cells | inhibition, % at 12.5 µM | actives 0.83% (n = 330,000) | SK-MEL-5 TRPM1 promoter luciferase, 24 h | AID 488899;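 active = mean inhibition across replicates of 60% or more, whatever share of single replicates reaches that level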; note: values of inactives mirror those of a sister screen read the other way
# TROY NFkB inh: inhibitors of TROY-dependent NF-kB signaling; actives 0.98% (n = 360,000); AID 1347056; inhibition, % at 10 µM; Q293 LMP1-TROYcd NF-kB luciferase reporter, 4 h;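 active = compounds whose plate-normalised and pattern-corrected inhibition of the luciferase reporter signal at the single screening dose is 50% or more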
# Shn3 inh set2: inhibitors of Schnurri-3 3'UTR reporter in osteoblasts | actives 0.52% (n = 360,000) | AID 588674 | Clone20 osteoblast Shn3 3'UTR firefly luciferase, 24 h | inhibition, % at 12.5 µM;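 active = mean inhibition of at least 75% with every replicate also reaching 75%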;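 note: 0% = median of neutral control wells and 100% = pilot-screen positive control compound; some compounds past the cut are filed as inactive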
# C8 TRAIL sens: caspase-8 TRAIL sensitization | NB7+C8 cells + TRAIL, ATPlite viability luminescence | inhibition (viability loss, TRAIL sensitization), % at 10 µM | actives 1% (n = 360,000);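 active = compounds causing at least 50% loss of cell viability in the single-dose screen, relative to plate controls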
# NR2E3 ag-2: human photoreceptor-specific nuclear receptor agonism; Q9Y5X4; CHO-S Gal4-NCOR/VP16-NR2E3 two-hybrid, luciferase; inhibition of corepressor binding, % at 3.98 µM; actives 0.35% (n = 360,000); AID 602229;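 active = inhibition above the mean of all tested compounds plus 3 SD, cut at about 70% in these data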;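 note: 0% = DMSO with NR2E3 transfected cells and 100% = cells lacking NR2E3 construct; higher means lower luciferase signal from less NR2E3 corepressor binding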
# Active calls of the source: *; · = no result given. Only part of the results is shown, so the mix of outcomes need not match the whole.
entry	molecule	Peg3 prom inh	KKLEB tox	TWEAK-Fn14 inh	CF NFkB block	NR2E3 ag-1	HIF-2a block	MITF TRPM1 inh	TROY NFkB inh	Shn3 inh set2	C8 TRAIL sens	NR2E3 ag-2
1	O=C(Nc1ccc(N2CCCC2)c(Cl)c1)c1ccccc1[N+](=O)[O-]	-10	4	-23	-20	0	-10	-6	-37	12	3	-10
2	Cc1nnc(SCC(=O)N2CCCCCC2)n(N)c1=O	-4	4	-3	-4	-1	21	-19	-10	5	-6	25
3	CC(C)C[C@H](NC(=O)c1nc[nH]c1C(=O)NCc1ccccc1)C(=O)OCc1ccccc1	9	1	-52	-19	0	-1	8	5	-19	11	-8
4	O=C(NNC1=NCCC1)c1cccc(Br)c1	-6	2	-9	-10	-1	0	-11	3	-19	6	-10
5	CC(C)c1[nH]c(=O)c(C#N)c2c1COC(C)(C)C2	2	-3	3	0	1	16	3	5	-12	0	-11
6	Brc1ccc(C=Nc2ccc(Nc3ccccc3)cc2)s1	-29	4	21	16	-10	-5	-24	9	16	6	8
7	CSc1nc2c(c(=O)[nH]1)C(c1ccccc1)C1=C(CC(C)(C)CC1=O)N2 (stereo not drawn)	18	5	10	-19	0	13	-16	-14	1	6	-19
8	COC(=O)Cc1cc(OC)c(OC)cc1Cc1cc(OC)c(OC)cc1CC(=O)OC	5	4	7	2	1	-3	-6	11	-20	2	26
9	Cc1ccccc1-n1ncc(C(C)NS(=O)(=O)c2sccc2C)c1C (stereo not drawn)	19	7	-3	-16	3	17	5	-10	11	-9	-17
10	CC(C)c1ccccc1NC(=O)Nc1nnc([C@@H]2C[C@H](O)[C@@H](CO)O2)s1	-22	3	0	-11	·	-39	·	-23	-11	2	11
11	COc1ccc(/C=N/NC(=O)c2ccc(NC(=O)c3cccc([N+](=O)[O-])c3)cc2)c(C(=O)O)c1OC	-4	14	29	-20	-1	-10	-8	-24	-6	4	-3
12	CCCCN1C(=O)CC(Nc2ccc(CC)cc2)C1=O (stereo not drawn)	-283	-11	-19	17	5	-269	-62	-22	-1	-12	-15
13	COc1ccc2c(CC(=O)Nc3ccc(OC)c(S(=O)(=O)N4CCOCC4)c3)coc2c1	-24	4	-6	-1	-1	-31	2	17	-17	-5	-6
14	COCCCN(C(=O)c1cc(-c2ccco2)nc2ccccc12)c1c(N)n(Cc2ccccc2)c(=O)[nH]c1=O	23	-6	-5	5	7	20	-2	-13	11	8	2
15	COc1ccc(CCNC(=O)CC(NS(=O)(=O)c2ccc(NC(C)=O)cc2)C(C)C)cc1OC (stereo not drawn)	13	-4	-9	-8	0	14	3	-2	22	1	-18
16	O=C(NCCCN1CCCC1=O)C(=O)NCC1OCCCN1S(=O)(=O)c1ccccc1 (stereo not drawn)	7	2	-7	0	·	3	·	14	-18	-6	6
17	O[C@H]1CN(Cc2cccs2)[C@@H](c2ccc(Cl)cc2)C[C@@H]1n1cc(C2CC2)nn1	-15	-3	-18	-13	·	-14	·	-12	-21	6	21
18	Cc1cc(C)c(NC(=O)CCCN2CCN(C)CC2)c(C)c1	3	-2	11	7	0	7	9	1	3	-14	-20
19	COc1ccc(CCC(=O)OCC(=O)Nc2sccc2C#N)cc1	-21	-8	-4	11	·	-10	14	-13	-18	-9	-26
20	CCOC(=O)c1ccccc1NC(=S)N1CCN(C2CCCCC2)CC1	-9	-2	-5	20	-4	-11	9	28	·	-1	-15
21	O=C(NN=Cc1ccc(F)c(F)c1)c1ccc(NS(=O)(=O)c2cccs2)cc1	-15	-1	3	5	·	-14	-1	-10	-10	13	1
22	CCOC(=O)c1sc(S(C)(=O)=O)c2c1CC(C)(C)C/C2=N/O	16	-16	15	18	-1	12	·	2	·	7	-21
23	Cc1ccc(C(=O)NC(=S)Nc2ccccc2C(F)(F)F)c(C)c1	-30	-11	-1	10	1	-102	4	-50	1	-1	-20
24	COc1ccc(CNS(=O)(=O)c2ccc(F)c(C(=O)Nc3ccc(OC)cc3)c2)cc1	14	-4	1	-3	1	10	11	13	6	-1	0
25	CCOC(=O)C1CCN(S(=O)(=O)c2cccc(C(=O)Nc3ccccc3)c2)CC1	15	-18	-10	22	0	2	12	-3	3	-8	-5
26	CCOC(=O)/C(O)=C(\C#N)c1nc2ccccc2[nH]1	0	5	9	18	4	-2	-7	-7	1	-2	6
27	OCCNc1ncnc2c1ncn2Cc1ccccc1	5	2	1	14	4	14	21	4	-31	5	-8
28	O=C(NN1C(=O)/C(=C/c2ccc(O)cc2)SC1=S)c1ccccc1O	-1	1	3	-21	-2	-6	-9	-2	-19	-13	-8
29	CC(C)CCN1CCN(Cc2cccn2-c2cccnc2)CC1CCO (stereo not drawn)	-11	10	-7	4	1	5	-8	0	-2	-18	-7
30	O=C(NCCc1c[nH]c2ccccc12)N[C@@H](Cc1ccccc1)C(=O)O	19	-7	16	-2	-1	10	-1	5	-2	0	1

entry	molecule	Peg3 prom inh	KKLEB tox	TWEAK-Fn14 inh	CF NFkB block	NR2E3 ag-1	HIF-2a block	MITF TRPM1 inh	TROY NFkB inh	Shn3 inh set2	C8 TRAIL sens	NR2E3 ag-2
31	CSc1ccc(CN2CCC(C)(Oc3ccccc3F)C2)cc1 (stereo not drawn)	-19	1	5	-1	·	2	·	-10	-15	-6	-23
32	COc1ccc(NS(=O)(=O)c2ccc(O)c(NC(=O)c3ccc(S(=O)(=O)N4CCCC4)cc3)c2)cc1	-10	16	17	-5	0	4	-8	4	8	11	-35
33	Cc1nc(-c2ccccc2)sc1C(=O)/C=C/c1ccc(Cl)cc1	34	0	-2	19	2	24	15	-1	-9	15	-30
34	CCOC(CNC(=O)c1cc2c(=O)n(CC)c3ccccc3c2s1)OCC	-24	4	16	-2	3	-26	1	23	-11	3	-23
35	O=C(O)CC(C(=O)NCc1ccccc1)C1CCCO1 (stereo not drawn)	4	6	9	-2	1	2	-5	-1	5	-2	-28
36	Cc1cccc(CCNCc2c(C(=O)O)c(C)n(-c3ccccc3)c2C)c1	2	0	18	13	-1	7	-14	-5	0	7	-1
37	C/C=C(\NC(C)=O)c1ccccc1	1	11	4	12	-2	3	-3	-7	7	0	-28
38	O=C(Nc1ccccc1NS(=O)(=O)c1ccc(F)cc1)C1CCC1	20	-15	-17	13	-7	13	15	8	-15	2	-30
39	COc1ccc(NC(=O)c2c(C)noc2-c2snnc2C)cc1	23	-6	-1	9	1	17	4	24	3	15	-23
40	O=C1NC[C@@H](CCCCN2C[C@H](Cc3ccc(O)cc3)N(CCC3CCCCC3)C(=O)C2=O)N(Cc2ccccc2)C1=O	·	·	11	·	·	-5	·	-8	·	13	-5
41	COc1ccccc1CNc1nc(NCc2cccs2)nc2ccsc12	0	-11	22	-1	·	4	·	42	42	27	33
42	Cc1ccc(S(=O)(=O)N2CCN(C(=O)COC(=O)CCOc3ccccc3C)CC2)c(C)c1	-22	11	-23	-2	·	14	-16	10	-8	-4	4
43	COc1cccc(NC(=O)Nc2cc(C(=O)NC(C)C)ccc2N2CC3CC(C2)c2cccc(=O)n2C3)c1 (stereo not drawn)	0	-20	5	-4	5	7	15	4	19	-3	18
44	CC(C)NC(=O)N(C)C[C@@H]1Oc2ncc(-c3cccc(C#N)c3)cc2C(=O)N([C@H](C)CO)C[C@@H]1C	-4	-10	2	-3	·	13	·	-8	-13	15	14
45	CCCCNC(=O)c1onc(CSc2ccc(Cl)cc2)c1C(=O)NCCCC	1	-7	-4	9	-4	20	-10	10	4	8	13
46	Cc1noc(C)c1NC(=O)N(C)C[C@H]1Oc2ccc(NC(=O)c3ccncc3)cc2C(=O)N([C@H](C)CO)C[C@@H]1C	-5	20	8	-22	·	-2	8	-2	-79	6	-3
47	Cc1ccc(Nc2cc(=O)n(C)c(=O)[nH]2)cc1C	9	11	9	-8	·	2	·	8	3	-18	-18
48	COc1cc(S(=O)(=O)Nc2cccc3cn[nH]c23)c(OC)cc1C	5	-5	5	17	0	17	3	12	6	-1	21
49	COc1ccc(CN(C(=O)CCC(=O)N2CCCCC2)c2nccs2)cc1OC	-11	-22	-7	0	2	-19	3	-10	14	8	12
50	CC(=O)N1N=C(N)SC12CCCC2	12	-7	-3	4	-1	10	2	20	-12	-2	4
51	O=C(Cn1cccc1C(=O)c1ccccc1)NCCN1CCCCCC1	0	-4	22	-1	-3	5	-10	·	6	-2	21
52	CN(C)/C=C(\C=N\OCc1ccc(Cl)cc1Cl)C(=O)Nc1ccc(Cl)c(Cl)c1	11	-60*	-2	56*	1	6	11	-13	6	8	6
53	Nc1nc2cc(S(=O)(=O)NC3=NCCCCC3)ccc2s1	9	-4	-12	-11	-3	41*	1	-3	8	-12	0
54	O=C(NCCO)/C(=C/c1ccc(Br)cc1)NC(=O)c1cccs1	12	9	-7	-8	-2	25	8	29	13	-30	7
55	C[n+]1ccc(/C=C/c2ccccc2O)c2ccccc21	-12	10	-4	-59	0	-18	2	12	14	10	-1
56	COc1ccc(-n2nc([N+](=O)[O-])c(=NC3CCN(Cc4ccccc4)CC3)n2O)cc1	-1	5	-5	-3	-3	2	15	1	5	-8	-6
57	Cc1ccc2nc(N/N=C\c3ccc([N+](=O)[O-])o3)nc(-c3ccccc3)c2c1	3	14	67*	-27	1	-44	34	-5	-5	14	-5
58	O=C(/C=C/[C@H]1O[C@@H](n2ccc(=O)[nH]c2=O)[C@H](O)[C@@H]1O)NC(c1ccccc1)c1ccccc1	3	8	-2	-4	·	8	·	10	-9	-7	1
59	CCOC(=O)C1(c2ccccc2)CCCNC1=O (stereo not drawn)	11	0	-14	11	·	10	·	-12	11	-5	-6
60	Cc1cc(=O)oc2c(CN(C)Cc3ccccc3)c(O)ccc12	-12	-2	-14	-10	1	-12	-10	-6	-8	-4	3

entry	molecule	Peg3 prom inh	KKLEB tox	TWEAK-Fn14 inh	CF NFkB block	NR2E3 ag-1	HIF-2a block	MITF TRPM1 inh	TROY NFkB inh	Shn3 inh set2	C8 TRAIL sens	NR2E3 ag-2
61	CC1CN(C2=NC(=O)/C(=C/c3ccncc3)S2)CC(C)O1 (stereo not drawn)	16	5	19	-5	-4	11	0	10	3	3	-24
62	COc1ccc(NC(=O)CN(C)C(=O)CCC(=O)c2ccc(C)cc2)cc1	-42	-4	1	-3	-1	-19	-9	-2	-2	-4	-23
63	CCOC(=O)c1c(N)nn(C(C)=O)c1-c1ccccc1	1	-10	-17	9	4	0	6	-3	4	2	-36
64	Cc1nn(-c2ccccc2)c2c1cc1c(=O)n(C)c(=O)nc-1n2-c1ccccc1F	16	-11	-13	-11	2	4	·	-6	15	-28	-29
65	COC(=O)c1sc2nc3c(cc2c1N)C(=O)CC(C)(C)C3	-48	3	-1	20	5	-106	-42	-32	-30	-11	-5
66	COc1ccc(NC(=O)c2c(-c3c(Cl)cccc3Cl)noc2C)cn1	9	12	-4	-38	4	8	-4	-2	-16	-8	7
